Assay outcomes (PubChem)
PKA kinase inh: blocks human protein kinase A activity. inhibition, % at 6 µM. P17612. 65,000 compounds, 0.1% hits. PKA Kemptide phosphorylation, Kinase-Glo ATP luminescence;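 active = inhibition above the screen-wide mean inhibition plus 3 SD, cut at about 21% in these data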; note: many of its hits are not listed in these tables
Cdc25B inh: inhibitors of human Cdc25B phosphatase; 65,000 compounds, 0.1% hits; recombinant Cdc25B, OMFP fluorescence Ex485/Em525; P30305; inhibition, %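 (compounds tested at 10 µM final in the well)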; in the data active = inhibition above about 50%
Target sequence (P30305 whole entry, looked up): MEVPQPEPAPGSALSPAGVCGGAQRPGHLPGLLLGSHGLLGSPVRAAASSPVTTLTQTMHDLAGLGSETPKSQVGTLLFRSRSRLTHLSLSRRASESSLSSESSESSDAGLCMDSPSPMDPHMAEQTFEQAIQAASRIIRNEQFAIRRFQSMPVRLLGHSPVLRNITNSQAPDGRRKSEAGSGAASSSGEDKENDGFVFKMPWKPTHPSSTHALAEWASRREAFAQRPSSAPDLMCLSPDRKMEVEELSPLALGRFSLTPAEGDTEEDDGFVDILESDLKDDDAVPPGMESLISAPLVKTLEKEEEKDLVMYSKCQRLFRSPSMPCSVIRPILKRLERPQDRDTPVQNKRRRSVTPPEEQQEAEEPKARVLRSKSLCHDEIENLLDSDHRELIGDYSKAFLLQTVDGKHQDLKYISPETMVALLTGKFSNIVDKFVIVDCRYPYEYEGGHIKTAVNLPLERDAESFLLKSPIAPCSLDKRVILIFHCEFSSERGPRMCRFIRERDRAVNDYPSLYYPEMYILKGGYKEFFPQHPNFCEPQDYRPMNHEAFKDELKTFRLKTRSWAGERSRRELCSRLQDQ
ROCK2 inh: inhibitors of human Rho kinase 2; O75116; purified ROCK2, Kinase-Glo ATP depletion luminescence; inhibition, % at 6 µM; 60,000 compounds, 0.35% hits; AID 604;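 active = inhibition above the screen-wide mean inhibition plus 3 SD, cut at about 18% in these data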;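 note: plate controls were DMSO wells for no effect and Y-27632 control wells after no-enzyme background subtraction for full effect; many of its hits are not listed in these tables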
DUSP1 inh: inhibitors of human MKP-1 phosphatase; P28562; recombinant MKP-1, OMFP hydrolysis fluorescence; inhibition, %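 (compounds tested at a single concentration somewhere between 10 and 100 µM)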; 65,000 compounds, 0.15% hits;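 active = inhibition above about 50%, limit read from the data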;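 note: 0% = DMSO max control wells and 100% = wells with enzyme stopped by NaOH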
Jurkat viability: reduces viability or proliferation of Jurkat cells; 56,000 compounds, 1.2% hits; Jurkat E6.1 viability, ATP luminescence, 48 h; inhibition, % at 4 µM;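 active = inhibition above the mean inhibition of all tested compounds plus 3 SD, cut at about 28% in these data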
MMP13 inh: MMP13 (human) collagenase inhibition. P45452. MMP-13 fTHP FRET cleavage, Mca fluorescence. inhibition, % at 4 µM. 65,000 compounds, 0.07% hits. AID 570;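 active = inhibition above the mean of compound-free control plate wells plus 3 SD, cut at about 14% in these data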;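 note: 0% = DMSO wells and 100% = wells with reference MMP-13 inhibitor after basal subtraction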
HEK293 NFkB inh: inhibitors of the PMA/ionomycin-induced NF-kB reporter in HEK293 cells; AID 465; HEK-293 NF-kB luciferase reporter, luminescence; 62,000 compounds, 0.21% hits; inhibition, % at 3 µM;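 active = inhibition above the mean of all tested compounds plus 3 SD, cut at about 40% in these data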;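 note: 0% = stimulated DMSO wells and 100% = 10 µM reference inhibitor 5653914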
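System – HEK-293 cells with stable firefly luciferase reporter driven by four HIV NF-kB elements · Doses – one dose, 3 µM · Schedule – 1 h compound pre-incubation, 16 h PMA/ionomycin at 37 °C · Technique – luminescence from luciferase substrate reagent · Measure – percent inhibition normalized per plate to DMSO and reference-inhibitor controls · Replicates – tested once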
TNAP act DEA: activators of human TNAP at intermediate phosphate acceptor; activation factor at 20 µM; purified TNAP, CDP-star luminescence, 100 mM DEA, 30 min; hits give high values; scale: 0 levamisole-inhibited, 1 vehicle-only enzyme; 64,000 tested, under 10 active; P05186;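 active = activation factor of at least 2 at 20 µM, relative to controls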
Target sequence (P05186 whole entry, looked up): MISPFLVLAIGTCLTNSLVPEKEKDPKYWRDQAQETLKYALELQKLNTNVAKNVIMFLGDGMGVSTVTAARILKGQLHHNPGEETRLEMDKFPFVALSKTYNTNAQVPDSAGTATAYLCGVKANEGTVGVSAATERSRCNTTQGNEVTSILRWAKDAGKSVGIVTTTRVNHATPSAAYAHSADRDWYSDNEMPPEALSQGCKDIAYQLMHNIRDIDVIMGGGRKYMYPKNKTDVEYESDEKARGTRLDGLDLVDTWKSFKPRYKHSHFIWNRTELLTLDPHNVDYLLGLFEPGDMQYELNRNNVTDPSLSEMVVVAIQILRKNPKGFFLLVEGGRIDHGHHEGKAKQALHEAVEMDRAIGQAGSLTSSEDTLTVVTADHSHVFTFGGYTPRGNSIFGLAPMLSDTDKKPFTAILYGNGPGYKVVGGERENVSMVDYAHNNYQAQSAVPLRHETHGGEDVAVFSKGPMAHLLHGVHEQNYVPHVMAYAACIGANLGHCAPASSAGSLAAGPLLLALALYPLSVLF
JNK3 blocker: inhibitors of human JNK3 kinase; inhibition, % at 8 µM; 60,000 compounds, 0.61% hits; purified JNK3 kinase activity, HTS; AID 746; in the data active = inhibition above about 17%;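 note: 0% = DMSO and 100% = reference inhibitor; many of its hits are not listed in these tables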
* hit, by the source's call; i = inactive; x = not tested or not shown; [ ] = remark or other dose.

SMILES	PKA kinase inh	Cdc25B inh	ROCK2 inh	DUSP1 inh	Jurkat viability	MMP13 inh	HEK293 NFkB inh	TNAP act DEA	JNK3 blocker
CCN(CC)S(=O)(=O)c1cccc(-c2nnc(SCc3nnc(-c4cccs4)o3)n2N)c1	0	-12	x	5	x	-2	7	0.9	x
COc1cccc2cc(C(=O)C3=C(O)C(=O)N(CCN4CCOCC4)C3c3cccs3)oc12 (configuration not stated)	10	-2	6	-13	-6	-6	18	0.9	1
O=C(NCc1ccc(F)cc1)N[C@@H](Cc1ccccc1)C(=O)O	4	-20	1	-13	1	1	2	0.9	-3
O=c1c2ccccc2n2nnnc2n1-c1ccccc1	3	0	x	16	x	5	4	1	x
CC(C)c1ccc(C(=O)N2CCN(CCO)CC2)cc1	8	0	x	-1	x	5	12	0.9	x
CC1CN(C(=O)c2cc(S(=O)(=O)N3CCCC3)c(Cl)cc2Cl)CC(C)O1 (configuration not stated)	8	-9	5	0	0	3	9	1	-1
CN(CP(=O)(O)C(O)c1ccccc1)S(C)(=O)=O (configuration not stated)	-2	3	0	5	-5	3	10	1	-5
O=C(CSc1nc(N2CCCCC2)nc(N2CCCCC2)n1)N1CCN(c2ccccc2)CC1	-7	-14	-5	-8	3	1	2	0.9	-2
CCOC(=O)N1CCN(C(=O)c2cn(CC(C)C)c(=O)c3c2c2ccccc2n3C)CC1	9	-14	2	27	-3	-40	17	1	-3
O=C(CN1CCC(C(=O)c2ccc(Cl)cc2)CC1)Nc1ccc2c(c1)OCCO2	14	-8	6	-15	2	3	22	0.9	-1
CCCCc1cc(=O)oc2c(CN(C)C)c(O)ccc12	-2	-1	2	9	4	i[fluorescence artefact?]	12	1	0
Cc1ccc2[nH]c(-c3cccc(N)c3)cc2c1	-2	8	-3	-3	3	-105[fluorescence artefact?]	-39	0.9	-3
CCn1c(SCC(=O)N2CCC(C(N)=O)(N3CCCCC3)CC2)nnc1-c1ccccc1	-6	-9	-9	4	9	3	15	x	-1
O=C1CC(Nc2ccc(N3CCOCC3)cc2)C(=O)N1C1CCCCC1 (configuration not stated)	-1	-1	x	14	x	2	14	x	x
COc1ccccc1-n1c(=O)[nH]c2c(C(N)=O)nc(C3CCCCC3)nc21	3	-2	5	35	0	-6	10	1	-2
c1ccc(-n2nnnc2SCc2cccc3nsnc23)cc1	7	-1	-4	3	7	2	18	0.9	10
CCCCC(=O)Nc1ccc(NC(=O)c2cc(OC)c(OC)c(OC)c2)cn1	5	-4	4	0	-5	-1	7	0.9	6
CCOc1ccc(-n2c(=O)[nH]cc(C(=O)N3CCCc4ccccc43)c2=O)cc1	0	5	1	30	6	2	7	0.9	3
Cc1ccccc1N(C(=O)CCC(=O)Nc1ccccn1)C(C(=O)NC(C)C)c1ccc(O)cc1 (configuration not stated)	2	-3	1	10	-6	2	0	1	2
COc1ccc(Cn2c(C3CC3)nc3ccc(NC(=O)C4CC4)cc3c2=O)cc1	11	0	4	11	-5	-2	-52	1	3
CN1CCN(c2nc(NCCOC34CC5CC(CC(C5)C3)C4)nc(OCC(F)(F)F)n2)CC1	-5	-2	-8	27	10	-2	6	0.9	-5
COc1ccc(N2CCC(CNC(=O)Nc3ccc(C)c(C)c3)C2)cc1 (configuration not stated)	11	-9	6	6	-1	2	-5	0.9	-3
CCOC(=O)N1CCN(S(=O)(=O)c2ccc(C)cc2)C1c1ccc(OC)cc1 (configuration not stated)	-2	-11	-2	11	9	4	14	0.8	2
COc1cc(OC)c(C2C(C(=O)O)c3ccccc3C(=O)N2C)cc1OC (configuration not stated)	0	0	4	8	-3	3	-1	0.9	-8
Cc1ccc(-n2cnc3c(sc4nccc(N(C)C)c43)c2=O)cc1	-7	-3	-4	1	10	-8	6	0.9	0

Further entries follow:
SMILES	PKA kinase inh	Cdc25B inh	ROCK2 inh	DUSP1 inh	Jurkat viability	MMP13 inh	HEK293 NFkB inh	TNAP act DEA	JNK3 blocker
O=C(CCCN1C(=O)c2ccccc2C1=O)NC1=NCCS1	6	-2	7	0	-7	-6	20	1	2
CCCCC(=O)Nc1cccc(NC(=O)c2ccc3c(c2)OCO3)c1	6	-9	3	-2	-3	6	2	1.1	0
C(=N\n1cnnc1)/c1ccc2c(c1)OCO2	-7	6	-5	14	-6	-4	9	0.9	-8
Cc1ccc(CN2CCN(CC(=O)N3CCc4ccccc4C3)C2=O)cc1	4	-2	x	32	x	0	17	1	x
Cc1c(C(=O)NCc2cccnc2)sc2ncn(CC(=O)N3CCCCC3C)c(=O)c12 (configuration not stated)	-4	8	1	0	4	-5	5	0.8	-1
Cc1ccc(C(=O)N2CCOCC2)cc1S(=O)(=O)Nc1cccc(C)c1C	-2	-2	-9	2	4	5	6	0.9	-4
Cc1cc(C(=O)COC(=O)CCc2nc3ccccc3s2)c(C)n1C	3	-19	4	1	1	-7	10	0.8	3
CCCc1cc(=O)[nH]c(SC(CC)C(=O)Nc2ccccc2C#N)n1 (configuration not stated)	1	5	-6	8	8	1	3	1	-15
O=C(CSc1ncccc1C(=O)O)NCCC1=CCCCC1	-4	-15	2	14	-10	-2	14	0.9	2
COc1ccc(C2C3=C(CC(c4ccco4)CC3=O)Nc3ccccc3N2C(C)=O)cc1 (configuration not stated)	7	-3	6	18	-2	0	15	0.9	0
C=C(C)CSc1nc2c(c(=O)[nH]c(=O)n2C)n1CCC(C)C	10	-11	-4	5	11	-4	19	0.9	2
CCCS(=O)(=O)N1CCCC(C(=O)N2CCN(C(=O)OCC)CC2)C1 (configuration not stated)	2	13	6	1	2	-3	10	0.9	-1
Cc1cc2cc(CCNC(=O)c3ccc(S(=O)(=O)N4CCOCC4)cc3)c(=O)[nH]c2cc1C	8	6	8	24	-1	-3	0	0.9	2
CSc1nc(-c2ccccc2O)nc(-c2ccccc2O)n1	5	-4	4	-34	3	11	7	0.9	-8
CCCCOc1ccc(C2(C)CC(=O)NC2=O)cc1 (configuration not stated)	-11	-4	-1	10	15	0	8	0.9	0
CCN(CC)c1ccc(NC(=O)c2nc3nc(C)cc(C(F)F)n3n2)cc1	9	-6	-6	7	-9	-1	4	0.8	-16
CC(=O)Cc1nsc(NC(=O)c2ccc(-c3ccc(Cl)c(C(F)(F)F)c3)o2)n1	7	-3	3	9	-8	2	0	0.9	0
CCCCOc1ccc(C(=O)Nn2cnnc2)cc1	1	5	-11	-25	x	-4	x	0.9	6
Cc1ccc2nc(-c3ccc(SCC(=O)Nc4cc(C)on4)nc3)[nH]c2c1	2	-9	-1	42	-6	-38	7	0.9	3
CCOc1ccc2[nH]c(=O)c(CN(Cc3ccco3)C(=O)c3ccc(Br)cc3)cc2c1	7	-9	4	33	-8	-23	12	0.9	-1
CC(C)C[C@H](N)c1nnc(S(=O)(=O)Cc2cccc(F)c2)o1	4	-1	-3	2	-3	2	2	0.9	8
COc1cc(-c2cc(C(F)(F)F)n3ncc(C(=O)O)c3n2)cc(OC)c1OC	7	-26	16	-15	x	-2	x	0.9	3
CCCC(=O)N=c1sc2cccc(F)c2n1C	13	-17	6	-4	8	2	-5	0.9	-2
Cc1c(NS(=O)(=O)CC23CCC(CC2=O)C3(C)C)c(=O)n(-c2ccccc2)n1C (configuration not stated)	-8	-5	-4	1	6	3	8	1.1	3
O=C(O)c1ccccc1C(=O)c1cccs1	4	-5	x	6	x	-2	15	0.9	x

Continued.
SMILES	PKA kinase inh	Cdc25B inh	ROCK2 inh	DUSP1 inh	Jurkat viability	MMP13 inh	HEK293 NFkB inh	TNAP act DEA	JNK3 blocker
Nc1nonc1-c1noc(COc2ccccc2Cl)n1	4	0	7	-6	2	2	-64	0.8	-2
CCC(C)NC(=O)C1CCN(C(=O)N(C)C)CC1 (configuration not stated)	-6	-16	-1	10	-4	6	18	1	0
COc1ccc(C(=O)CSc2nnc(Cc3ccccc3)o2)cc1	-9	-9	-9	-11	4	8	3	0.9	-3
c1ccc(-c2nn3c(C4COc5ccccc5O4)nnc3s2)cc1 (configuration not stated)	5	-16	8	1	-4	1	0	0.9	1
Cc1nccn1CC(=O)O	4	23	2	0	-2	-2	28	1	1
CCOc1ccc(-c2nc(N)nc(C)c2-c2ccc(OC)c(OC)c2)c(O)c1	1	-9	2	-11	-2	-2	13	0.9	-6
CCC(=O)Nc1ccc(Cl)c(NC(=O)C(C)C)c1	-2	-20	0	-19	-7	1	9	0.9	6
CCOc1ccc(OCC)c(NC(=O)C2CCCN(S(=O)(=O)c3c(C)n[nH]c3C)C2)c1 (configuration not stated)	3	-7	6	2	7	5	12	1	4
CCSCCOC(=O)C1=C(C)NC(=O)NC1c1cccc(OC)c1OC (configuration not stated)	8	-7	6	2	-1	-1	11	1	9
Cc1cc(C)nc(N2CCC(C(=O)NCc3cccc(C(F)(F)F)c3)CC2)n1	-3	6	0	-6	5	-1	8	0.9	6
COc1ccc(OC)c(C2C3=C(CCCC3=O)Nc3c2c(=O)n(C)c(=O)n3C)c1 (configuration not stated)	11	-4	11	6	-4	0	20	0.9	1
Cc1ccc(-c2csc(N(CC3CCCO3)C(=O)c3ccco3)n2)cc1 (configuration not stated)	8	-16	2	10	4	5	15	0.9	-3
COC(=O)C1=C(NC(=O)c2cccs2)CCS1	-3	-11	-2	0	4	-8	18	0.9	-3
COc1ccc(C2CC(=O)c3cnc(NC(=O)c4ccccc4)nc3C2)cc1OC (configuration not stated)	-15	-4	-2	1	5	4	12	1	2
O=C(NC1CCCC1)C(c1cccs1)N(C(=O)c1ccco1)c1ccc2c(c1)OCCO2 (configuration not stated)	3	-3	7	9	3	-5	26	1	-2
CC1CN(Cc2nc3c(c(=O)[nH]c(=O)n3C)n2CCN2CCOCC2)CC(C)O1 (configuration not stated)	8	-1	-1	-2	0	6	14	0.9	7
CN(C)c1ccc(CNC(=O)CN(C)S(=O)(=O)c2cccc3cccnc23)cc1	2	-11	3	10	-3	4	8	0.8	-3
Cc1c(NC(=O)C2CCN(S(=O)(=O)c3ccccc3)CC2)c(=O)n(-c2ccccc2)n1C	8	-5	6	-7	-2	3	24	0.9	1
O=C(NCC(c1cccnc1)N1CCOCC1)Nc1ccccc1 (configuration not stated)	4	-10	3	0	-5	4	12	0.9	5
Cc1nnc(SCc2ccc(C(=O)c3ccc(Cl)cc3)o2)n1-c1ccccc1	12	-5	0	8	3	0	6	x	2
Cc1ccc(-n2ncc(C#N)c2/N=C/N(C)C)cc1	6	-10	-2	26	5	4	9	0.9	5
CCOC(=O)C1C(C)N=C2SCC(=O)N2C1c1cccc(Br)c1 (configuration not stated)	6	-6	4	-1	-3	4	-1	1	-2
COc1ccc(C(CNC(=O)Cc2cc(OC)c(OC)c(OC)c2)N2CCCC2)cc1 (configuration not stated)	-1	-6	x	-6	x	1	15	1	x
CCOC(=O)Nc1c(C)n(C)n(-c2ccccc2)c1=O	8	-3	x	-9	x	2	5	x	x
COc1ccccc1C(=O)NCc1ccncc1	8	-3	10	-6	4	2	10	1	7

6 entries from above, with values under each structure:
Results follow in this order: PKA kinase inh | Cdc25B inh | ROCK2 inh | DUSP1 inh | Jurkat viability | MMP13 inh | HEK293 NFkB inh | TNAP act DEA | JNK3 blocker
> O=c1c2ccccc2n2nnnc2n1-c1ccccc1
  3 | 0 | x | 16 | x | 5 | 4 | 1 | x
> CC(C)c1ccc(C(=O)N2CCN(CCO)CC2)cc1
  8 | 0 | x | -1 | x | 5 | 12 | 0.9 | x
> CC1CN(C(=O)c2cc(S(=O)(=O)N3CCCC3)c(Cl)cc2Cl)CC(C)O1 (configuration not stated)
  8 | -9 | 5 | 0 | 0 | 3 | 9 | 1 | -1
> CN(CP(=O)(O)C(O)c1ccccc1)S(C)(=O)=O (configuration not stated)
  -2 | 3 | 0 | 5 | -5 | 3 | 10 | 1 | -5
> O=C(CSc1nc(N2CCCCC2)nc(N2CCCCC2)n1)N1CCN(c2ccccc2)CC1
  -7 | -14 | -5 | -8 | 3 | 1 | 2 | 0.9 | -2
> CCOC(=O)N1CCN(C(=O)c2cn(CC(C)C)c(=O)c3c2c2ccccc2n3C)CC1
  9 | -14 | 2 | 27 | -3 | -40 | 17 | 1 | -3
